# PMI act hi M6P = activators of human phosphomannose isomerase at near-saturating mannose 6-phosphate | coupled PMI enzyme assay, resazurin fluorescence, 20 min; hits give high values; 1 = untreated enzyme, 0 = substrate-free blank | activation factor at 20 µM | actives 0.34% (n = 190,000) | AID 1216;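 active = activation factor of 2 or more at 20 µM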
# Target sequence (P34949 whole entry, looked up): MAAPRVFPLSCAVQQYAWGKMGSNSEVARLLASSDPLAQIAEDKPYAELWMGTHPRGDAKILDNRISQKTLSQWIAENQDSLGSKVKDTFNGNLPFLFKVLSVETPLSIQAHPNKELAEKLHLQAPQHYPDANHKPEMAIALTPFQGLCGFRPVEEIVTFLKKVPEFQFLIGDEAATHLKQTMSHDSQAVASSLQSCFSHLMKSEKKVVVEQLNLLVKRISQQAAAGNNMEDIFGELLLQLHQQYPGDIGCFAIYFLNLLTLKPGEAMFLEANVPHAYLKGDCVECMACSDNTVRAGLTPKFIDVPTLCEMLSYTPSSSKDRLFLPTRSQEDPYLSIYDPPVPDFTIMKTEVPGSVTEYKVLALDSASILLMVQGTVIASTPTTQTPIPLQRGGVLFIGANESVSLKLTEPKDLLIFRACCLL
#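 Test system: human phosphomannose isomerase with PGI, G6PDH, diaphorase coupling enzymes; Amount: PMI at 15 ng/mL final; Reagent: Mannose-6-phosphate 1.0 mM (near-saturating) plus 0.22 mM NADP+; Timing: 20 min, room temperature; Technique: resorufin fluorescence at Ex 544/Em 590 nm; Dosing: 20 µM single dose.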
# L major viab = Leishmania major promastigote growth inhibition; Leishmania major promastigotes, resazurin fluorescence viability; inhibition, % at 10 µM; actives 9% (n = 200,000); in the data active = inhibition above about 50%;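 note: promastigotes grown with compound for 44 hours at 28 °C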
# bIAP act = increases bovine intestinal alkaline phosphatase activity; activation factor at 20 µM; purified bovine IAP, CDP-star luminescence, 30 min; hits give high values; fold of DMSO-control signal, blank-subtracted; AID 1016; actives 0.17% (n = 200,000);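 active = activation factor of 2 or more at 20 µM, a signal rise over negative controls twice the positive control's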
# Diaphorase act = activates diaphorase or chemically reduces, flagging diaphorase assay artifacts; actives 0.005% (n = 190,000); activation factor at 20 µM; Diaphorase/resazurin coupled assay, resorufin fluorescence, 16 min; hits give high values; 1 = vehicle wells, 0 = NADH-free wells;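 active = diaphorase activity raised at least twofold by the compound at 20 µM; inactive = activation factor below 2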
#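 Material: purified diaphorase enzyme from Clostridium kluyveri / Medium: HEPES pH 7.4 buffer with MgCl2 and Tween 20 / Schedule: enzyme reaction of 16 min at room temperature / Measured by: resorufin fluorescence, excitation 544 nm, emission 590 nm / Evaluation: rise in resorufin formation, marking diaphorase activation or chemical reduction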
# Diaphorase inh = inhibits diaphorase or chemically oxidizes, flagging diaphorase assay artifacts | inhibition, % at 20 µM | diaphorase resazurin-to-resorufin fluorescence, NADH, 16 min; bacterial (C. kluyveri) enzyme, not human | actives 0.69% (n = 190,000);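 active = primary screen inhibition at 20 µM above a set limit, cut at about 50% in these data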;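 note: plate controls were DMSO with full reaction for no effect and wells lacking NADH for full effect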
#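 Assay system – diaphorase enzyme from Clostridium kluyveri · Amount – diaphorase 0.14 U/mL (working solution) · Times – reaction incubation of 16 min at room temperature · Controls – No-NADH positive control and DMSO neutral control · Signal – resorufin fluorescence 544/590 nm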
# TNAP inh no acc = TNAP (human) inhibition, acceptor-free conditions. P05186. purified TNAP, CDP-star luminescence, 30 min. inhibition, % at 20 µM. actives 0.26% (n = 200,000). AID 1012;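 active = tissue-nonspecific alkaline phosphatase inhibition above about 50% at 20 µM in the single-dose screen, limit read from the data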;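 note: 0% = DMSO negative control and 100% = EDTA positive control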
# Target sequence (P05186 whole entry, looked up): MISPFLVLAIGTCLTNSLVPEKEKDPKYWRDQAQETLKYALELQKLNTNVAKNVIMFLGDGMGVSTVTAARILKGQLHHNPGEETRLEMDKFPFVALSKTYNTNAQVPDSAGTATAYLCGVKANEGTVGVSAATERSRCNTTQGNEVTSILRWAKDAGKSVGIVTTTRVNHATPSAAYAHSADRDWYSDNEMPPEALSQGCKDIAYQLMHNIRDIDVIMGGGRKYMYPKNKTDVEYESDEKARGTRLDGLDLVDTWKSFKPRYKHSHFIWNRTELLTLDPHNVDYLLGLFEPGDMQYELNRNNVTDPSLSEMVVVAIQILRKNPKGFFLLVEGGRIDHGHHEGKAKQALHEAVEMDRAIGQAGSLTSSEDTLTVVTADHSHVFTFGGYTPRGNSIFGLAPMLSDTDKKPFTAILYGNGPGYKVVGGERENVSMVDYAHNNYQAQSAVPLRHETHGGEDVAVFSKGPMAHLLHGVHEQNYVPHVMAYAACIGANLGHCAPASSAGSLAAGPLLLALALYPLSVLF
# bIAP inhibitor = blocks bovine intestinal alkaline phosphatase activity. purified bovine IAP, CDP-star luminescence, 30 min. inhibition, % at 20 µM. 190,000 tested, under 10 active. AID 1019;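 active = over 50% inhibition of intestinal alkaline phosphatase at 20 µM in the single-dose screen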
#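 Assay system – bovine IAP enzyme · Quantity – bovine IAP at 1/65,000,000 final dilution · Detection – CDP-star luminescence signal · Times – 30 min reaction at room temperature · Also added – CDP-star substrate at 30 µM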
# TNAP inh hiacc = blocks human TNAP under high phosphate acceptor concentration; P05186; purified TNAP, CDP-star luminescence, 1 M DEA; inhibition, % at 20 µM; actives 0.03% (n = 200,000);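 active = over 50% inhibition of tissue-nonspecific alkaline phosphatase at 20 µM in the single-dose screen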;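 note: plate controls were DMSO wells for no effect and EDTA-quenched wells as full inhibition for full effect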
# TNAP act hiacc = increases human TNAP activity under high phosphate acceptor concentration. 200,000 tested, under 10 active. purified TNAP, CDP-star luminescence, 1 M DEA, 30 min; hits give high values; 0 = EDTA background, 1 = DMSO-only activity. activation factor at 20 µM. P05186;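 active = activation factor at least 2 at 20 µM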
#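 Control set: EDTA negative control, DMSO positive control / Assay system: human TNAP / Quantity: TNAP 1/800 final / Evaluation: TNAP activation factor scaled between EDTA and DMSO control wells / Measured by: luminescent substrate turnover signal / Compound dosing: one dose, 20 µM / Times: 30 min enzyme reaction at room temperature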
# PMI activator = increases human mannose-6-phosphate isomerase activity. P34949. purified human PMI, coupled resazurin fluorescence, 20 min; hits give high values; 1 = vehicle control, 0 substrate-free wells. activation factor at 20 µM. actives 0.005% (n = 190,000);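 active = activation factor of 2 or more at 20 µM, relative to plate controls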
# An asterisk follows results filed as active; . = no result given. This is a random part of the collection; overall some 10% were active at least once.
# Each structure is followed by: PMI act hi M6P	L major viab	bIAP act	Diaphorase act	Diaphorase inh	TNAP inh no acc	bIAP inhibitor	TNAP inh hiacc	TNAP act hiacc	PMI activator
- CCCS(=O)(=O)c1cn2cccc(N)c2c1S(=O)(=O)CCC
  1	0	0.9	0.8	20	-6	9	-3	1	0.9
- Cc1ccc2[nH]c(=O)c(CN(Cc3ccco3)C(=O)c3cccs3)cc2c1
  1	3	0.9	1	5	-9	10	-4	1	1
- Cc1cccc2sc(NNC(=O)c3ccc(S(=O)(=O)N4CC(C)CC(C)C4)cc3)nc12 (stereo unspecified)
  1	99*	1	0.7	25	-2	-2	1	1	0.9
- COc1ccc(-c2noc(CSc3ccc(C)cc3)n2)cc1
  0.9	-5	0.8	0.8	18	-12	22	-6	1.1	0.9
- O=C(Cn1nc(-c2ccccc2)ccc1=O)Nc1ccc(N2CCN(C(=O)c3cccs3)CC2)cc1
  0.8	2	1	0.8	16	-3	1	-1	1	0.9
- CC1S/C(=N/N=C/c2ccco2)NC1=O (stereo unspecified)
  0.9	-7	1	0.9	9	2	3	-1	1	1
- O=C(COc1cccc(Br)c1)N/N=C1\CCCc2ccccc21
  1	-1	0.9	0.9	8	-5	6	4	1	1
- O=C1N(Nc2ccccc2)C(c2ccc(Br)cc2)C12CCCCC2 (stereo unspecified)
  1.1	4	0.7	1	4	-21	29	-8	1.1	1
- O=S(=O)(NC1CCCCC1Oc1ccccc1)c1ccccc1 (stereo unspecified)
  0.9	7	0.9	0.9	9	0	7	-2	1	0.8
- Cc1cc(C)n2nc(SCc3nnc(-c4ccc(F)cc4)o3)nc2n1
  1	4	1.3	0.6	36	-6	-30	1	1	1

# (cont.)
# Each structure is followed by: PMI act hi M6P	L major viab	bIAP act	Diaphorase act	Diaphorase inh	TNAP inh no acc	bIAP inhibitor	TNAP inh hiacc	TNAP act hiacc	PMI activator
- COc1ccc(/C=C/C(=O)NC(C)C)cc1Br
  0.9	0	0.9	0.9	11	-11	9	3	1	0.9
- Cn1cnnc1SCC(=O)Nc1nc(-c2ccc(F)cc2)cs1
  1.1	1	0.9	1	3	-1	10	1	1	1.1
- Cc1c(NC(=O)COC(=O)c2c3c(nc4ccccc24)CCCC3)c(=O)n(-c2ccccc2)n1C
  1	-2	1	0.8	21	-45	0	-4	1	0.9
- O=C(c1cc(Sc2ccc(Cl)cc2)nc2ccccc12)N1CCN(c2ccccn2)CC1
  0.9	26	1.1	0.8	17	-15	-13	-3	1	0.9
- NC(=O)COC(=O)c1cc(Cl)cc(Cl)c1N
  1	1	1	1	4	-15	4	-5	1.1	1
- CN(Cc1nc(-c2ccncc2)no1)S(=O)(=O)c1ccccc1
  0.9	-2	1.1	0.9	6	0	-12	-4	1	0.9
- CC(=O)COC(=O)c1cc(-c2ccc(C)cc2)nc2ccccc12
  0.9	-1	1	0.9	5	-7	1	-4	1	1
- CCCc1nc(SCC(=O)Nc2ccccc2)c2c(=O)n(C)c(=O)n(C)c2n1
  0.8	-7	0.9	0.9	12	1	11	-5	1.1	0.8
- Cc1cc(NCCCn2ccnc2)n2nc(C)c(-c3ccccc3)c2n1
  1	14	1.1	1	1	-3	-6	-2	1	1
- O=C(CN(c1ccccc1)S(=O)(=O)c1ccccc1)N1CCN(Cc2ccc3c(c2)OCO3)CC1
  0.9	72*	0.9	0.8	17	-12	6	-4	1	0.9

# Following part.
# Each structure is followed by: PMI act hi M6P	L major viab	bIAP act	Diaphorase act	Diaphorase inh	TNAP inh no acc	bIAP inhibitor	TNAP inh hiacc	TNAP act hiacc	PMI activator
- CCOC(=O)c1c(NC(N)=O)nc2n1CCC2
  1	5	0.9	0.9	9	-14	9	-3	1	1.1
- Cc1cc2nc(C(C)(C)C)cc(N)n2n1
  0.9	6	0.9	0.7	29	-8	8	-6	1.1	0.9
- CCOc1ccccc1CN(CCc1ccc2c(c1)OCO2)Cc1ccccn1
  0.9	82*	1	0.7	27	-17	1	-9	1.1	0.9
- Cn1c(SCCCC(=O)c2ccccc2)nnc1-c1ccncc1
  1.1	-1	0.7	0.9	5	-5	27	-6	1.1	1.1
- CCOC(=O)C1CCCN(C(=O)CN2C(=O)COc3ccc(C(C)(C)C)cc32)C1 (stereo unspecified)
  0.9	9	1	0.8	21	-4	-3	-1	1	0.9
- O=C(Nc1nc(-c2ccncc2)cs1)C1COc2ccccc2O1 (stereo unspecified)
  0.9	8	0.8	1	1	-6	16	-4	1	0.4
- COc1cc(-c2nnc(SCC(=O)N(C)C3CCS(=O)(=O)C3)o2)cc(OC)c1OC (stereo unspecified)
  0.9	-6	1	1	4	-3	-4	3	1	0.9
- OCCC1CN(Cc2ccncc2)CCN1C1CCCC1 (stereo unspecified)
  0.8	-2	1.1	0.9	14	-13	-6	-6	1.1	1
- Cc1ccc(C(=O)Nc2ccccc2C(=O)NC2CCCCC2)cc1S(=O)(=O)N1CCOCC1
  0.9	17	0.9	0.8	20	-7	11	-5	1.1	0.9
- O=C(c1ccccc1[N+](=O)[O-])N1CCC(Cc2ccccc2)CC1
  1	-3	1	0.9	5	-2	5	-2	1	1

# Continued.
# Each structure is followed by: PMI act hi M6P	L major viab	bIAP act	Diaphorase act	Diaphorase inh	TNAP inh no acc	bIAP inhibitor	TNAP inh hiacc	TNAP act hiacc	PMI activator
- CN(CC(=O)NCCN1CCN(c2ccccc2)CC1)S(=O)(=O)c1ccc2c(c1)CCC(=O)N2
  1.1	5	0.9	0.9	5	-16	10	-3	1	1.1
- CN1CCN(C(=O)CSc2ccc(Cl)cc2)CC1
  .	12	1	.	.	-3	-5	2	1	.
- O=C(NC(=S)Nc1ccc(N2CCOCC2)cc1)c1ccc(Cl)cc1
  1	40	1	0.9	7	3	-2	2	1	1
- COc1ccc(-n2c(SCC(=O)Nc3cc(C)on3)nc3c([nH]c4ccccc43)c2=O)cc1
  1	-4	1.1	1	-4	-8	-8	-5	1	1
- CCc1ccccc1NC(=O)c1cccc(NC(=O)/C=C/c2ccco2)c1
  1	3	1	0.9	6	-14	3	-2	1	0.9
- CCCCN=CC1=C(O)CC(c2ccccc2)CC1=O (stereo unspecified)
  0.9	-7	0.9	1	4	-3	9	0	1	0.9
- CC(=O)NC(Cc1ccccc1)c1ccc2c(c1)OCCCO2 (stereo unspecified)
  1	-8	1	0.9	11	-3	4	-3	1	1
- CCOC(=O)Cc1csc(NC(=O)Cc2ccc(C)cc2)n1
  1	-5	1.1	1	-2	-3	-8	2	1	1
- CCc1ccccc1S(=O)(=O)Cc1ccc(C(=O)N2CCN(c3ccccn3)CC2)o1
  1	3	1.1	1.1	-11	-2	-12	-9	1.1	1
- COC(=O)C1CCN(C(=O)COC(=O)CCc2nc3ccccc3c(=O)[nH]2)CC1
  1.1	-7	1.1	0.9	5	-11	-8	2	1	1.5

# Exported as comma-separated lines: part of the list above
SMILES,PMI act hi M6P,L major viab,bIAP act,Diaphorase act,Diaphorase inh,TNAP inh no acc,bIAP inhibitor,TNAP inh hiacc,TNAP act hiacc,PMI activator
OCCC1CN(Cc2ccncc2)CCN1C1CCCC1 (stereo unspecified),0.8,-2,1.1,0.9,14,-13,-6,-6,1.1,1
Cc1ccc(C(=O)Nc2ccccc2C(=O)NC2CCCCC2)cc1S(=O)(=O)N1CCOCC1,0.9,17,0.9,0.8,20,-7,11,-5,1.1,0.9
O=C(c1ccccc1[N+](=O)[O-])N1CCC(Cc2ccccc2)CC1,1,-3,1,0.9,5,-2,5,-2,1,1
CN(CC(=O)NCCN1CCN(c2ccccc2)CC1)S(=O)(=O)c1ccc2c(c1)CCC(=O)N2,1.1,5,0.9,0.9,5,-16,10,-3,1,1.1
CN1CCN(C(=O)CSc2ccc(Cl)cc2)CC1,.,12,1,.,.,-3,-5,2,1,.
O=C(NC(=S)Nc1ccc(N2CCOCC2)cc1)c1ccc(Cl)cc1,1,40,1,0.9,7,3,-2,2,1,1
COc1ccc(-n2c(SCC(=O)Nc3cc(C)on3)nc3c([nH]c4ccccc43)c2=O)cc1,1,-4,1.1,1,-4,-8,-8,-5,1,1
CCc1ccccc1NC(=O)c1cccc(NC(=O)/C=C/c2ccco2)c1,1,3,1,0.9,6,-14,3,-2,1,0.9
CCCCN=CC1=C(O)CC(c2ccccc2)CC1=O (stereo unspecified),0.9,-7,0.9,1,4,-3,9,0,1,0.9
CC(=O)NC(Cc1ccccc1)c1ccc2c(c1)OCCCO2 (stereo unspecified),1,-8,1,0.9,11,-3,4,-3,1,1
CCOC(=O)Cc1csc(NC(=O)Cc2ccc(C)cc2)n1,1,-5,1.1,1,-2,-3,-8,2,1,1
CCc1ccccc1S(=O)(=O)Cc1ccc(C(=O)N2CCN(c3ccccn3)CC2)o1,1,3,1.1,1.1,-11,-2,-12,-9,1.1,1
COC(=O)C1CCN(C(=O)COC(=O)CCc2nc3ccccc3c(=O)[nH]2)CC1,1.1,-7,1.1,0.9,5,-11,-8,2,1,1.5

# Continuation.
# Each structure is followed by: PMI act hi M6P	L major viab	bIAP act	Diaphorase act	Diaphorase inh	TNAP inh no acc	bIAP inhibitor	TNAP inh hiacc	TNAP act hiacc	PMI activator
- COc1ccc(S(=O)(=O)N2CCC(C(N)=O)CC2)c2ccccc12
  1	-3	1	0.9	8	-9	2	-3	1	1
- O=C(O)CCNC(=O)/C(=C/C=C/c1ccccc1)NC(=O)c1ccccc1
  1	-2	1	1	1	-7	0	0	1	1
- C=CCn1c(CNC(=O)c2ccco2)nnc1SCC(=O)c1ccc(OC)cc1
  1	-7	1.1	0.9	6	-4	-12	0	1	1
- CCc1nnc(NC(=O)CSc2nnc(Cc3ccccc3)n2-c2ccc(OC)cc2)s1
  1	-7	1	0.9	10	-6	3	-1	1	1
- C/C(=N\N(c1ccccc1)c1ccccc1)c1ccco1
  0.9	2	0.9	0.9	15	-11	9	-7	1.1	0.9
- CC(C)OC(=O)c1c2nc3ccccc3nc2n2c1[nH]c(=O)c1ccccc12
  1	32	1.1	0.8	16	-12	-10	-10	1.1	0.9
- O=C(c1ccccc1)c1ccc2nc(-c3ccc(NC(=O)c4ccccc4F)cc3)[nH]c2c1
  1	61*	1	1	-3	-8	2	-2	1	0.9
- O=C(COc1ccccc1)NCC(=O)N/N=C/C=C/c1ccccc1
  1	-5	1	0.9	9	-5	2	0	1	0.9

# Source: PubChem BioAssay (several laboratories)
